Source: PubChem
NPY-Y2 PAM-ag – potentiates or activates human NPY-Y2 receptor. cells expressing NPY-Y2, potentiator/agonist read-out. 220,000 compounds, 0.45% hits. P49146. activation, % at 3.6 µM; in the data active = activation above about 27%;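 also: cells stimulated with NPY near EC25 plus isoproterenol at EC100; 0% = vehicle plus submaximal agonist and 100% = vehicle plus saturating agonist; some results beyond the cut were filed as inactive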
NPY Y1 blocker – antagonists of human neuropeptide Y receptor Y1. P25929. HEK293-CNG Y1 cells, membrane potential fluorescence; NPY at EC95, then isoproterenol. AID 1040. 200,000 compounds, 1% hits. inhibition, % at 3.6 µM;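 active = inhibition above the campaign mean inhibition of all tested compounds plus 3 SD, cut at about 20% in these data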;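 also: 0% = DMSO wells given NPY plus isoproterenol and 100% = isoproterenol alone without NPY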
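Material: HEK293 cells co-expressing NPY Y1 receptor and cyclic-nucleotide gated channel. Timing: compound incubation 1 h at room temperature, readout 45 min post-stimulation. Signal: fluorescence, membrane potential probe.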
BaF3 tox – parental Ba/F3 viability inhibition as JAK2V617F counter-screen | CellTiter-Glo ATP luminescence | inhibition, % at 5.6 µM | 220,000 compounds, 1.1% hits;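 active = inhibition above a per-campaign cutoff, the mean inhibition of all tested compounds plus 3 SD, cut at about 27% in these data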;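 also: 0% = DMSO wells and 100% = JAK Inhibitor I control wells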
Runt-CBFb FRET – Runt domain-CBFb interaction inhibition; inhibition, % at 20 µM; AID 1496; Q01196+Q13951; Cerulean-Runt/Venus-CBFb FRET ratio 530/480, 1 h; 220,000 compounds, 0.46% hits;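 active = inhibition over about 50% at 20 µM in the single-dose screen, limit read from the data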;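 also: 0% = DMSO wells and 100% = excess unlabeled CBFb competitor control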
Target sequence (Q01196 whole entry, looked up, the tested form may be a part): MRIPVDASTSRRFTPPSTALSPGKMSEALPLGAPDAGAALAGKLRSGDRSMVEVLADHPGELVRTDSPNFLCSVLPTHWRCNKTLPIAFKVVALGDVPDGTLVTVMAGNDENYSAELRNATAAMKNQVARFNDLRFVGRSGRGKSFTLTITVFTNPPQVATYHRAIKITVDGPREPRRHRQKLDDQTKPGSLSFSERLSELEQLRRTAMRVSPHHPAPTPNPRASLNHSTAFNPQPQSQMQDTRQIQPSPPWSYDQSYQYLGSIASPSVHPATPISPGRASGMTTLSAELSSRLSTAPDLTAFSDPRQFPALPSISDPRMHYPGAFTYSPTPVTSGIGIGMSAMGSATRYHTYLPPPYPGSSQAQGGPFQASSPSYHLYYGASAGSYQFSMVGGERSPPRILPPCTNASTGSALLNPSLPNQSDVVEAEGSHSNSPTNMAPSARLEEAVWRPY
Target sequence (Q13951 whole entry, looked up, the tested form may be a part): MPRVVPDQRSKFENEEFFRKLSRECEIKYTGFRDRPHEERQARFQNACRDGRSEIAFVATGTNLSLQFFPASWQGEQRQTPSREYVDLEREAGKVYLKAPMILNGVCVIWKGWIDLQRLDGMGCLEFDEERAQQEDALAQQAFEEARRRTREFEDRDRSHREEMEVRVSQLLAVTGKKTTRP
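Assay system: Cerulean-Runt domain / Medium: Tris 50 mM pH 7.5, KCl, K2SO4, 0.01% BSA / Timing: protein complex preformed 1 h, compound exposure 1 h, room temperature, dark / Measured by: FRET, excitation 422 nm, emission at 530 and 480 nm / Evaluation: loss of energy transfer signal / Control set: 5 µM unlabeled CBFb as full-inhibition high control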
S1P4 agonist – agonists of human S1P4 receptor | 220,000 compounds, 0.35% hits | O95977 | activation, % at 4.98 µM | S1P4-expressing cell line, agonist reporter assay | AID 1509; in the data active = activation above about 11%;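 also: 0% = DMSO vehicle and 100% = reference agonist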
NPY-Y1 PAM-ag – human NPY-Y1 potentiation or agonism, primary screen | P25929 | 220,000 compounds, 0.37% hits | AID 1304 | activation, % at 3.6 µM | NPY-Y1 expressing cells, potentiator/agonist activation; in the data active = activation above about 33%, passing the limit was not always enough;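 also: cells stimulated with NPY at EC10 then isoproterenol at EC100; 0% = low agonist plus stimulus and 100% = saturating agonist plus stimulus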
RBBP9 inh – blocks human serine hydrolase RBBP9; O75884; recombinant RBBP9, FP-Rh probe fluorescence polarization; inhibition, % at 7.94 µM; AID 1515; 220,000 compounds, 0.2% hits;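 active = inhibition above the campaign mean of all tested compounds plus 3 SD, cut at about 14% in these data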;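 also: plate controls were DMSO wells with RBBP9 for no effect and wells lacking RBBP9 protein for full effect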
Target sequence (O75884 whole entry, looked up): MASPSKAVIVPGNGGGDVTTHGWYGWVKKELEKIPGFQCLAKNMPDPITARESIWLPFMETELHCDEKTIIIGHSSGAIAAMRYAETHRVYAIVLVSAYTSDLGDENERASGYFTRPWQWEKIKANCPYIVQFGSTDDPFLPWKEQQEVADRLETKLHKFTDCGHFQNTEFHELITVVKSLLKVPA
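Test system – recombinant human RBBP9 · Input – RBBP9 2.5 µM in dispensing solution, pre-mixing · Medium – Tris buffer pH 8.0, NaCl, Pluronic · Schedule – preincubation 30 min plus labeling 45 min at 25 °C · Measured by – fluorescence polarization · Measure – % inhibition · Controls – DMSO and no-protein wells · Replicates – one well per compound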
Ba/F3 V617F tox – reduce viability of Ba/F3 cells dependent on JAK2V617F; AID 1446; Ba/F3 EpoR-JAK2V617F viability, ATP luminescence; inhibition, % at 5.6 µM; 220,000 compounds, 1.1% hits;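 active = inhibition above the campaign mean plus 3 SD over all tested compounds, cut at about 24% in these data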;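 also: cytokine-independent growth of Ba/F3 cells driven by EpoR plus mutant JAK2; 0% = DMSO-treated cells and 100% = JAK inhibitor I control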
S1P4 antag – antagonists of human S1P4 receptor; O95977; S1P4-expressing cells, antagonist mode, reporter read-out; inhibition, % at 4.98 µM; 220,000 compounds, 0.26% hits; AID 1510; in the data active = inhibition above about 29%;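 also: 0% = wells stimulated with agonist and 100% = vehicle wells without agonist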
The depositor's hits bear a star; · = not tested or not shown. Not a hit list, and some 3.6% of all compounds hit somewhere here.

SMILES	NPY-Y2 PAM-ag	NPY Y1 blocker	BaF3 tox	Runt-CBFb FRET	S1P4 agonist	NPY-Y1 PAM-ag	RBBP9 inh	Ba/F3 V617F tox	S1P4 antag
Cc1nn(C)cc1NC(=O)Cn1nc(C(F)(F)F)cc1C1CC1	12.9	-2.4	-3.1	0.6	0.5	10.0	-3.6	-4.1	9.1
O=C(COC(=O)C1CCCCC1)Nc1cc([N+](=O)[O-])ccc1F	4.0	0.1	-1.3	-0.4	-0.3	-7.1	0.8	-4.5	-9.4
Cc1ccc(C(=O)C(C)N(C(=O)c2ccc(Cl)cc2Cl)N2C(=O)CCCC2=O)cc1 (centres undefined)	0.7	-1.3	0.0	-0.7	-0.3	2.5	-0.6	-4.3	-9.8
Cc1cccc(CC2S/C(=N/N=C/c3ccco3)NC2=O)c1 (centres undefined)	6.5	7.4	4.1	0.3	0.8	-20.6	-1.3	-2.6	-3.8
Cn1cc(Br)c(-c2cccc(NC(=O)CCC(=O)O)c2)n1	-18.4	·	-6.6	1.1	-0.2	8.6	2.1	-0.4	21.9
CCCn1c(NCc2ccccn2)nc2ccccc21	-0.2	-4.4	-1.0	0.8	-4.0	-33.7	-6.2	3.0	6.2
Cc1cc(C)nc(N/N=C/C2=C(O)CC(c3ccccc3)CC2=O)n1 (centres undefined)	4.6	·	-4.8	0.4	0.7	12.5	1.4	1.9	12.6
CC(C)(C)c1ccc2c(c1)N(CC(=O)O)C(=O)CO2	14.1	3.7	0.3	-0.4	-0.5	-2.1	-5.7	-4.9	-1.1
N/C(=N\O)c1ccc(Oc2ccccc2Cl)c([N+](=O)[O-])c1	-10.5	·	-1.2	1.1	-1.4	2.1	3.8	4.3	9.1
C/C(=N\NC(=O)CCCOc1ccc(Cl)cc1C)c1ccc(C)o1	-1.9	13.9	1.6	-3.9	1.9	-11.4	-6.7	-3.8	-4.7
Cc1ccc(CN(c2ccc(C(=O)N3CCOCC3)cc2)S(C)(=O)=O)cc1	-1.9	-2.7	4.0	-1.5	2.0	-2.9	-11.4	-2.9	-17.3
CCOC(=O)C1(Cc2cccc(F)c2)CCN(C(=O)c2cnc(C)cn2)CC1	6.3	3.4	2.7	-0.3	1.4	4.2	-11.2	0.9	-13.0
CCOCCCNC(=O)CCC(=O)NNc1nc2ccccc2c2nc(-c3ccccc3)nn12	5.0	3.8	1.5	-4.1	0.7	-6.1	-5.2	-1.4	-3.2
CCCOc1ccc(CC(=O)NCC2(c3ccccc3)CCOCC2)cc1OC	7.7	0.0	-1.2	-2.1	0.8	10.5	1.6	-3.3	-14.3
Nc1sc2c(c1C(=O)NC1CCS(=O)(=O)C1)CCCC2 (centres undefined)	-0.3	-1.4	7.9	18.9	0.3	11.8	0.2	-2.5	-10.9
COc1ccc(NCN2C(=O)CCC2=O)cc1	-0.1	-1.2	0.8	2.9	-1.1	-5.2	-1.6	-0.6	-8.4
Cc1[nH]n(C(N)=S)c(=O)c1N=Nc1cc(-c2ccc(Br)cc2)[nH]n1	0.8	-0.2	3.6	-7.6	-0.4	-16.1	-15.6	4.3	5.3
Cc1nonc1NC(=O)CSc1nc(C2CCCCC2)nc2ccccc12	-7.3	7.5	2.7	-2.6	-0.5	11.4	0.0	-3.1	0.8
COc1cc2[nH]c(=O)c(C(=O)NCCCN3CCCCC3)c(O)c2cc1OC	6.5	2.7	-1.5	0.0	-2.9	-27.7	0.8	-2.4	-22.4
COc1ccc(Cl)cc1NC(=O)C(C)N(C)Cc1ccc(C(F)(F)F)cc1 (centres undefined)	-2.8	5.2	4.8	-2.8	-1.0	-12.1	-5.1	-2.3	-13.0
CC1Cc2ccccc2N1S(=O)(=O)c1c(N)n(C)c(=O)n(C)c1=O (centres undefined)	6.0	0.8	6.6	2.4	0.9	8.2	-2.0	1.2	-3.3
CCCCCc1nc2sc3c(c2c(=O)n1NC(=O)c1ccc([N+](=O)[O-])cc1)CC(C)(C)OC3	6.7	-2.7	4.1	-11.8	1.1	19.3	-5.9	-1.7	-8.5
COc1ccccc1N=C1SC(C(=O)Nc2ccc(F)cc2)CC(=O)N1C (centres undefined)	10.2	-2.2	-0.3	-1.1	-2.0	20.2	-9.1	-3.0	-6.2
CCOC(=O)c1c(N)sc(C(=O)N2CCCC(C(N)=O)C2)c1C (centres undefined)	11.6	1.0	5.8	·	0.2	22.8	1.3	0.6	-27.7
CC(NC(=O)OC(C)(C)C)C(=O)N1CCCC1C(=O)NC(Cc1ccccc1)C(N)=O (centres undefined)	2.0	2.1	-3.0	1.1	0.1	-4.6	-9.7	-2.8	-1.6

Further records:
SMILES	NPY-Y2 PAM-ag	NPY Y1 blocker	BaF3 tox	Runt-CBFb FRET	S1P4 agonist	NPY-Y1 PAM-ag	RBBP9 inh	Ba/F3 V617F tox	S1P4 antag
CCN(CC)c1ccc(NC(=O)C2CCCN(S(=O)(=O)c3cnc[nH]3)C2)c(C)c1 (centres undefined)	9.0	1.5	3.1	8.5	-0.7	7.9	-6.3	-3.8	-6.3
CCOC(=O)C1CCN(CC(=O)Nc2c(C(=O)OC)[nH]c3cccc(C)c23)CC1	-4.5	2.5	6.6	0.1	-0.1	-2.9	-4.1	5.3	-9.2
CCOC(=O)c1[nH]c(C)c(C(=O)N2CCN(c3ccc(F)cc3)CC2)c1C	1.5	-3.1	1.0	4.3	2.0	-0.4	-2.8	-0.5	-7.3
CC(=O)Nc1ccc(/C=N/OCC(=O)Nc2ccc(C)cc2)cc1	2.1	-1.1	1.8	-2.5	0.0	-1.1	-10.6	0.4	-2.1
CC(OC(=O)c1cc2c(ccc3ccccc32)oc1=O)c1nc2ccccc2s1 (centres undefined)	3.6	0.1	3.7	39.2	4.0	-3.0	-6.7	-3.2	-17.4
Cc1noc(C)c1C(=O)Nc1sc2c(c1C(N)=O)CCCCC2	11.6	0.4	2.5	24.7	-1.6	-11.1	-1.2	-2.0	8.1
CCCCOC(=O)CSc1nnc(-c2cc(OC)c(OC)c(OC)c2)o1	-2.6	5.6	4.3	-3.1	1.9	-8.4	1.2	0.2	-24.7
O=C(c1cc2cc([N+](=O)[O-])ccc2oc1=O)N1CCN(C2CCCCC2)CC1	6.9	-4.1	0.2	3.7	-1.4	7.7	7.3	-3.1	-1.0
CCOc1ccc(N=C(C)C2=C(O)c3ccccc3C2=O)cc1	-19.2	·	1.7	-5.1	2.9	-24.9	-11.3	-2.4	-2.5
Cc1ccc(CNC(=O)CCS(=O)(=O)c2ccc(Br)s2)o1	-2.0	6.1	1.4	4.1	0.5	-6.1	-7.8	-0.1	0.5
Cc1ncc(CO)c(/C=N/NC(=O)c2cc3c(s2)CCCC3)c1O	-2.1	0.7	-2.0	31.9	0.9	4.6	-0.4	3.8	-13.4
Cc1ccc(N2CCN(C(=O)c3cc(C(=O)c4ccccc4C)c[nH]3)CC2)c(C)c1	-18.7	4.2	4.2	-3.0	0.8	-28.5	-10.6	2.1	6.6
CC1(NC(=O)Nc2ccccc2)CCS(=O)(=O)C1 (centres undefined)	5.6	·	5.0	2.6	-2.0	-10.6	-1.2	-2.3	-1.0
CCCC(=O)Nc1nc(C)c(-c2csc(Nc3ccccc3OC)n2)s1	18.9	0.6	4.0	5.3	1.0	15.1	-3.6	0.0	-44.9
Cc1nc2ccccn2c1C(=O)N/N=C/c1ccc([N+](=O)[O-])o1	10.0	5.6	7.9	-0.6	1.0	9.5	-4.3	3.2	-3.5
C/C(=N\N1C(=O)c2ccccc2NC1c1ccco1)c1ccccc1O (centres undefined)	3.1	-1.4	5.6	-0.8	0.5	2.1	6.8	2.0	-5.8
O=C(COC(=O)c1ccccc1C(=O)c1ccc(Cl)cc1)NCc1ccccc1	1.6	0.7	5.9	-1.2	0.7	-10.7	-8.3	0.8	-24.2
Cc1nc(C)c2c(c1C(F)(F)F)-c1ccccc1C2(F)F	14.7	-3.3	6.2	1.5	-1.1	-3.5	-6.6	2.3	-21.8
O=c1c(F)cn(C2CCCO2)c(=O)n1Cc1ccccc1Cl (centres undefined)	-10.4	-4.1	-1.6	0.0	0.5	6.9	-1.3	-1.2	-0.6
O=C1C=C(c2ccc(Cl)cc2)C(=O)N1Nc1ccccc1	22.4	-6.2	1.0	18.5	-3.5	22.2	-6.2	-4.0	34.7*
Cc1cc(C)cc(OCC(=O)N(Cc2cccs2)C2CCS(=O)(=O)C2)c1 (centres undefined)	4.8	1.7	3.3	1.3	-0.2	-4.6	-6.9	-0.7	-8.1
Cc1ccc(-n2nnc3c(SCC(=O)N4CCN(c5ccccc5)CC4)ncnc32)cc1	-17.5	5.6	14.7	·	-2.6	-4.4	-3.2	4.6	-5.0
COc1cc(C)nc(N2CCCC(C(=O)Nc3ccccc3Br)C2)n1 (centres undefined)	-9.8	5.2	-0.7	-2.7	0.4	-12.4	-3.2	1.3	-6.2
Cc1ccc(CN2CCN(Cc3cccn3-c3ccc(Cl)cn3)CC2CCO)o1 (centres undefined)	-22.1	2.3	-3.3	3.3	3.0	-0.7	-1.9	-1.8	-23.3
Cc1cccc(C(=O)Nc2cccc(OCC(=O)O)c2)c1	-44.8	8.9	4.7	0.8	0.8	-4.8	-2.3	-2.4	-8.8

Given in markdown: part of the list above
| SMILES | NPY-Y2 PAM-ag | NPY Y1 blocker | BaF3 tox | Runt-CBFb FRET | S1P4 agonist | NPY-Y1 PAM-ag | RBBP9 inh | Ba/F3 V617F tox | S1P4 antag |
| --- | --- | --- | --- | --- | --- | --- | --- | --- | --- |
| Cc1nc(C)c2c(c1C(F)(F)F)-c1ccccc1C2(F)F | 14.7 | -3.3 | 6.2 | 1.5 | -1.1 | -3.5 | -6.6 | 2.3 | -21.8 |
| O=C1C=C(c2ccc(Cl)cc2)C(=O)N1Nc1ccccc1 | 22.4 | -6.2 | 1.0 | 18.5 | -3.5 | 22.2 | -6.2 | -4.0 | 34.7* |

New compounds follow.
SMILES	NPY-Y2 PAM-ag	NPY Y1 blocker	BaF3 tox	Runt-CBFb FRET	S1P4 agonist	NPY-Y1 PAM-ag	RBBP9 inh	Ba/F3 V617F tox	S1P4 antag
COc1ccc(/C=C/C(=O)O)cc1COc1ccccc1C	3.4	-2.7	6.6	-3.0	0.7	-5.9	-3.1	-3.9	-1.3
O=C(Cn1cc(C(=O)c2ccco2)c2ccccc21)NC1CCCCC1	-26.3	4.3	2.8	-2.5	-0.1	-4.9	-10.5	0.6	-10.9
CC(C)NC(=O)c1ccccc1-c1ccccc1	-11.0	3.6	6.9	0.8	1.9	-21.4	-1.0	0.8	-2.8
O=C(CCc1nnc(C2CCCCC2)o1)N1CCCCC1CCn1cccn1 (centres undefined)	12.3	0.7	6.0	·	-0.1	1.3	-10.2	1.3	-17.0
CCOC(=O)C1CCN(S(=O)(=O)c2cnc[nH]2)CC1	10.9	2.0	2.7	1.0	-0.6	12.3	-8.3	-2.0	-6.1
O=C(Cn1[nH]c(=O)c2ccccc2c1=O)Nc1ccc(-c2nnc3n2CCCCC3)cc1	-19.6	2.6	5.3	2.9	1.2	-4.2	-2.9	-0.7	8.7
CC(C)(C)CC(C)(C)NC(=O)c1ccc2snnc2c1	-15.2	·	-3.1	-2.1	-1.0	-26.2	-7.4	3.8	-3.3
